# M5 PAM: CHRM5 positive allosteric modulation. activation, % at 3 µM. CHO-K1 hM5, Fluo-8 calcium, ACh EC20 PAM; 0% = ACh EC20, 100% = ACh EC100. P08912. hit rate 0.3% among 360,000;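 active = activation above the run cutoff, the mean activation of all test compounds plus 3 SD, cut at about 18% in these data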
# Target sequence (P08912 whole entry, looked up): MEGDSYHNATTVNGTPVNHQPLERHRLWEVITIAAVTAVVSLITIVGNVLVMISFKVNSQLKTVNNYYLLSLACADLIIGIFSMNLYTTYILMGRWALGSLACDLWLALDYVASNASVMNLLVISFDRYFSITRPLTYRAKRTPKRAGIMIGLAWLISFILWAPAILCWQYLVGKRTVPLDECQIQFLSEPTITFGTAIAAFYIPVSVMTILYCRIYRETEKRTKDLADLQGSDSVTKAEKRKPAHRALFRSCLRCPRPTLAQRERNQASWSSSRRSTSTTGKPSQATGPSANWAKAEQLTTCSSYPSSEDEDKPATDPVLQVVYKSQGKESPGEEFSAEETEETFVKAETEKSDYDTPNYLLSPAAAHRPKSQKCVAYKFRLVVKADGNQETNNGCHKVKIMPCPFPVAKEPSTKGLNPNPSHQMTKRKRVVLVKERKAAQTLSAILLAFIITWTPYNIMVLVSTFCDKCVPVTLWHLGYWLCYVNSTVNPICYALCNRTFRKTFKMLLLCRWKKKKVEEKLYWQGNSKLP
#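 Replicates: One well per compound, no replicates | System: Human M5 receptor in CHO-K1 cells | Benchmarks: Low control EC20 acetylcholine (0%), high control EC100 acetylcholine (100%) | Probe or stimulus: Acetylcholine, EC20 level | Times: Fluo-8 loading 80 min at 37 °C plus 30 min room temperature | Signal: Intracellular calcium via Fluo-8 fluorescence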
# M4 antag: blocks acetylcholine activation of human M4 receptor; P08173; CHO-hM4 cells, ACh EC80, Fluo-8 calcium fluorescence; inhibition, % at 3 µM; hit rate 0.73% among 360,000; AID 624125;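 active = inhibition above its plate's cutoff, the mean inhibition of sample wells plus 3 SD, cut at about 27% in these data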;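 note: 0% = acetylcholine EC80 with DMSO and 100% = DMSO without agonist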
# CRFBP-R2 block: antagonists of CRF-binding protein/CRF-R2 receptor complex; HEK293 CRF-R2/CRF-BP, CRF-induced calcium fluorescence; inhibition, % at 11.8 µM; hit rate 0.59% among 350,000; AID 588475;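 active = inhibition of the ligand-induced calcium signal above about 50% at the single tested concentration, limit read from the data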
# M4 PAM: positive allosteric modulators of human muscarinic M4 receptor | CHO-K1 hM4/Gqi5, Fluo-8 calcium fluorescence, ACh EC20; 0% = ACh EC20, 100% = maximal ACh | hit rate 0.4% among 360,000 | P08173 | activation, % at 3 µM | AID 624126;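 active = activation above its plate's cutoff, the mean activation of sample wells plus 3 SD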; note: some results filed as inactive read as strong as hits
# M4 ag: CHRM4 agonism in calcium assay; CHO-K1 hM4/Gqi5, Fluo-8 calcium fluorescence; vehicle 0%, full acetylcholine response 100%; activation, % at 3 µM; hit rate 0.14% among 360,000; P08173; AID 624127;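 active = activation above the run mean over all test wells plus 3 SD, cut at about 32% in these data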;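 note: peak over basal fluorescence ratio per well then scaled between controls; 0% = DMSO wells and 100% = acetylcholine at EC100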
# M5 antag: CHRM5 antagonism in calcium assay; CHO-hM5 cells, Fluo-8 calcium fluorescence, ACh EC80; hit rate 0.59% among 360,000; inhibition, % at 3 µM; AID 624040;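 active = inhibition above a per-plate cutoff, the mean of that plate's test compounds plus 3 SD, cut at about 27% in these data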;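 note: 0% = acetylcholine EC80 with DMSO and 100% = DMSO without agonist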
# CRFR2-BP ag: agonists of human CRF-binding protein/CRF-R2 receptor complex | HEK293 CRF-R2/CRF-BP, calcium dye fluorescence (FLIPR); percent of saturating CRF peptide response | activation, % at 13.2 µM | hit rate 0.46% among 350,000 | AID 588473;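 active = activation of at least 50%, plus an integration ratio under a set limit after plate pattern correction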;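 note: plate controls were neutral control wells without compound for no effect and CRF at EC100 for full effect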
# CHRM1 PAM: human CHRM1 positive allosteric modulation. CHO-K1 hM1, Fluo-8 calcium fluorescence, ACh EC20; 0% = ACh EC20, 100% = maximal ACh. hit rate 0.088% among 360,000. AID 588819. activation, % at 3 µM. P11229; in the data active = activation above about 19%, passing the limit was not always enough
# Target sequence (P11229 whole entry, looked up): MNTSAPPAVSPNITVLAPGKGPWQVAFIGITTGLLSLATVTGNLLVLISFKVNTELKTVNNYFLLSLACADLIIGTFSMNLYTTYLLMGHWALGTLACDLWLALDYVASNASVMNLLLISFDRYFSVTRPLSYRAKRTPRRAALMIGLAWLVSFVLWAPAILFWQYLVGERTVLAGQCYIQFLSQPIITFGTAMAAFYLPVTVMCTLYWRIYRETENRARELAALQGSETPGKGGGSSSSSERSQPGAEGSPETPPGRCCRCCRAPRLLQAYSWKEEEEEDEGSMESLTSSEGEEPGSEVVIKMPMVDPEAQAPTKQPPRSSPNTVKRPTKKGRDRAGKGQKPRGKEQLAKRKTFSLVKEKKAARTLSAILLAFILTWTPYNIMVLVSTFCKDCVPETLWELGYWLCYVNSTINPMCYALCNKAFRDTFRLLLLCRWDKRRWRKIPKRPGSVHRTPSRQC
# M5 ag: CHRM5 agonism in calcium assay | P08912 | CHO-K1 hM5 cells, Fluo-8 calcium fluorescence; 0% DMSO wells, 100% maximal acetylcholine response | activation, % at 3 µM | hit rate 0.19% among 360,000 | AID 624037;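 active = activation above the run's mean over test compounds plus 3 SD, cut at about 23% in these data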;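 note: signal is peak over basal fluorescence ratio across the kinetic read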
# Starred values were filed as active, the others as inactive; . = no result given.
M5 PAM,M4 antag,CRFBP-R2 block,M4 PAM,SMILES,M4 ag,M5 antag,CRFR2-BP ag,CHRM1 PAM,M5 ag
-3,6,-2,-8,Cc1nc(N2CCN(Cc3ccc4c(c3)OCO4)CC2)nc2c1C(=O)CC(c1ccco1)C2 (configuration not stated),-2,-6,-0.3,1,-3
9,7,11,0,CCCn1c(SCC(=O)Nc2c(CC)cccc2CC)nnc1C(C)C,0,-6,-0.2,7,-3
-5,-2,-8,-17,CCc1ccccc1N1CCN(S(=O)(=O)c2ccc(F)c(C)c2)CC1,-2,-2,-1.1,-2,-3
-1,1,12,0,COCCCn1c(=O)c2ccccc2n(CC(=O)Nc2ccc3c(c2)OCCO3)c1=O,0,5,-0.1,4,-2
0,-1,-25,4,c1ccc2[nH]c(N3CCOCC3)nc2c1,1,9,-1.4,11,0
0,0,-43,-1,COc1cccc(NC(=O)CN(C)C(=O)COc2ccccc2Cc2ccccc2)c1,14,12,6.0,5,5
-1,-10,9,1,CCC(=O)NC(=S)Nc1cccc(-c2nc3ncccc3o2)c1,1,-10,-2.4,8,0
-1,-8,1,3,Cc1ccc(NC(=O)NNC(=O)c2cc3ccccc3cc2O)cc1C,1,8,1.1,7,-2
3,8,7,0,COc1cc2c(cc1OC)C(c1ccccc1)N(C(=O)c1ccccc1)CC2 (configuration not stated),0,12,-4.0,7,-4
7,-7,19,0,CCOC(=O)N1CCN(S(=O)(=O)c2ccc3c(c2)CCN3C(=O)CC)CC1,1,1,0.3,7,-2
4,-4,-30,6,Cc1nn(C)c(C)c1N=Cc1c(O)ccc2ccccc12,0,-3,-3.0,9,4
3,-3,-8,-8,O=C(NCCN1C(=O)S/C(=C\c2ccc(Cl)c([N+](=O)[O-])c2)C1=O)C1=COCCO1,15,5,-0.9,1,9

# Laid out differently: results already given.
Structure,M5 PAM,M4 antag,CRFBP-R2 block,M4 PAM,M4 ag,M5 antag,CRFR2-BP ag,CHRM1 PAM,M5 ag
Cc1nc(N2CCN(Cc3ccc4c(c3)OCO4)CC2)nc2c1C(=O)CC(c1ccco1)C2 (configuration not stated),-3,6,-2,-8,-2,-6,-0.3,1,-3
CCCn1c(SCC(=O)Nc2c(CC)cccc2CC)nnc1C(C)C,9,7,11,0,0,-6,-0.2,7,-3
CCc1ccccc1N1CCN(S(=O)(=O)c2ccc(F)c(C)c2)CC1,-5,-2,-8,-17,-2,-2,-1.1,-2,-3
COCCCn1c(=O)c2ccccc2n(CC(=O)Nc2ccc3c(c2)OCCO3)c1=O,-1,1,12,0,0,5,-0.1,4,-2

# Additional results:
M5 PAM,M4 antag,CRFBP-R2 block,M4 PAM,SMILES,M4 ag,M5 antag,CRFR2-BP ag,CHRM1 PAM,M5 ag
8,-3,14,16,O=C(CNC(=O)c1ccncc1)N/N=C/c1ccccn1,1,-3,-1.4,14,2
1,-2,3,7,Cc1ccccc1N1CC(O)(c2cccs2)[N+]2=C1CCCC2 (configuration not stated),1,7,-2.0,7,1
1,-7,-4,-3,COc1ccc(NC(=O)N(C)[C@H]2C[C@H]3c4[nH]c5ccc(-c6ccc7c(c6)OCO7)cc5c4CCN3C[C@H]2[C@H](C)O)cc1,5,3,9.5,2,1
1,-3,-12,4,COc1ccc(CCNC(=O)CSc2nnc(Cc3csc(N)n3)n2C)cc1OC,2,4,-0.1,-9,-1
4,-10,-4,-4,O=C1CCCN1CCCN=c1c([N+](=O)[O-])nn(-c2ccc(Cl)cc2)n1O,0,3,-5.5,3,-4
-1,9,13,-3,Cc1cc(C(=O)CC#N)c(C)n1-c1ccc(OC(F)F)cc1,1,5,-2.5,2,-2
-5,-4,-1,-2,Oc1ccccc1-c1cc(-c2ccccc2)n[nH]1,2,10,3.2,-1,7
14,8,7,-3,Cn1c(=O)c([N+](=O)[O-])c(NCc2ccc3c(c2)OCO3)c2ccccc21,1,2,0.1,7,-9
-14,-14,16,1,O=C(NC1CC1(c1ccccc1)c1ccccc1)c1ccccc1 (configuration not stated),-1,2,-0.2,1,-6
-10,-11,-4,-6,O=C(NC1CCN(Cc2ccc3ccccc3c2)CC1)c1ccccc1,5,3,2.6,-14,-7
-3,3,-2,5,O=S(=O)(NCCS(=O)(=O)N1CCN(c2ccc(F)cc2)CC1)c1ccccc1,9,2,-1.5,1,8
7,3,8,8,O=C(NC1CCN(S(=O)(=O)c2ccc(F)cc2)CC1)c1cccc(F)c1,1,-6,-1.0,22,1
-5,8,-4,-7,O=C(Nc1ccc(Cl)cc1)c1ccc(S(=O)(=O)N2CCOCC2)cc1,13,12,-1.2,8,1
-12,2,1,-11,COc1ccc(NS(=O)(=O)c2cccc(NC(=O)NC3CCCCC3)c2)cc1,2,14,-0.9,-1,-3
1,-12,-23,6,O=C(Nc1nnc(-c2ccccc2)o1)C1CCCCC1,0,0,-0.4,13,1
-4,-6,6,-4,COCCNCCCOc1ccc(C(C)(C)c2ccccc2)cc1,4,-1,-1.0,0,-2
-6,13,4,-11,Cc1cc(C)c2c(CN3CCN(Cc4ccccc4)CC3)cc(=O)oc2c1C,-1,5,-0.4,-9,-9
-3,22,-16,3,Cc1ccc(CCNC(=O)c2coc3nc4ccccc4nc23)cc1,0,11,7.2,4,-1
-3,0,-31,-4,CCc1cc(C(=O)OC)c(NC(=O)CC2Sc3ccc(C(F)(F)F)cc3NC2=O)s1 (configuration not stated),0,-2,0.3,-5,0
-1,-5,5,1,Cc1cc(S(=O)(=O)N2CCc3ccccc3C2)ccc1F,1,2,-1.9,13,-11
-1,3,-1,0,CCC(=O)N1CCC2(CC1)Oc1ccc(Cl)cc1C(=O)C21CC(c2cccnc2)=NO1 (configuration not stated),5,9,-0.3,-4,-3
-1,-12,.,3,CC(=O)O[C@@H]1C[C@H](c2ccccc2)OC(=O)CCCCC1=O,-1,15,.,.,1
-7,-8,4,-9,CC1CCN(c2ccc3nnc(CCC(=O)N4CCN(c5ccccc5F)CC4)n3n2)CC1,9,10,-1.5,-12,-5
-3,7,40,0,COc1cc(/C=N/NC(=O)C(Cc2c[nH]c3ccccc23)NC(=O)OCc2ccccc2)cc([N+](=O)[O-])c1O (configuration not stated),-2,5,0.1,3,0
-7,6,0,-6,O=C(O)c1ccc(COc2ccccc2[N+](=O)[O-])o1,0,10,-1.0,2,0
3,-13,-10,14,O=C(CCCN1C(=O)/C(=C/c2ccccc2Cl)SC1=S)NNC(=O)c1ccc(Cl)cc1,0,5,4.7,12,1
-18,6,-12,-21,CC(=O)c1cccc(NC(=O)NCCc2c[nH]c3ccccc23)c1,7,-2,-0.5,-5,2
-7,0,-1,-3,CCOc1ccc(/C=N/NC(=O)Cc2csc(Nc3cccc(C(F)(F)F)c3)n2)c(OCC)c1,0,1,-2.7,-2,-5
-6,1,2,-10,CCOC(=O)c1cccc(C(=O)Nc2nc3ccc(OC)cc3s2)n1,2,9,3.3,6,0
-3,-10,-5,1,O=C(COC(=O)c1cc[n+]([O-])cc1)Nc1ccc(Cl)c(C(F)(F)F)c1,3,5,-1.1,17,5
1,15,-7,-7,O=C(NC1CCCCC1)C(c1cccnc1)N(C(=O)c1csnn1)c1ccccc1 (configuration not stated),-1,18,0.3,-1,-1
4,-2,-1,0,Cc1nn(-c2ccccc2)c2c1C1(C(=O)N(C)c3ccccc31)N(c1ccccc1)C(=O)N2 (configuration not stated),0,-6,0.5,6,1
0,4,-8,2,O=C(NCCNC(=O)c1ccccc1Br)c1cccnc1,1,5,-0.3,11,-4
5,-6,-28,-4,CCc1ccc(N2C(=O)C3C4CCC(C4=C(C)C)C3C2=O)cc1 (configuration not stated),-2,-4,-0.1,11,-4
-1,9,13,-5,O=C(/C=C/c1cccc([N+](=O)[O-])c1)NCC1CCCO1 (configuration not stated),1,7,-1.4,6,1
0,0,-1,-3,O=C(Nc1ccc(N2CCOCC2)cc1)c1ccccc1SCC(=O)N1CCCC1,1,3,-0.7,1,0
-8,4,18,-10,NS(=O)(=O)c1ccc(NC(=O)COC(=O)COc2cccc(C(F)(F)F)c2)cc1,0,7,1.1,8,4
1,7,-5,2,COc1ccc(NC(=O)C(NC(C)=O)C(=O)NCc2ccccc2Cl)cc1 (configuration not stated),1,16,-0.2,-3,-3
5,-5,-4,2,CCc1c(C)sc(NC(=S)Nc2cccnc2)c1C(=O)OC,0,4,-1.9,11,-4
6,-3,-24,3,O=C1CCC(=O)N1OCCOc1ccc(Cl)c2ccccc12,1,-3,0.7,6,2
-6,5,6,8,Cc1cccc(C)c1NC(=O)C1(NC(=O)C2CCCN2C(=O)OC(C)(C)C)CCCCC1 (configuration not stated),1,3,-2.2,4,-1
-11,32*,-22,-13,CCOC(=O)C1CCN(S(=O)(=O)c2cn(C)c(=O)n(C)c2=O)CC1,1,10,-0.9,-22,-1
5,4,-3,4,CC(C)CNC(=O)CC(c1ccccc1)c1ccccc1,0,-6,-0.5,14,-5
0,-6,14,0,COC(=O)[C@H](Cc1ccccc1)N1C/C=C\COc2c(Cl)cc(Cl)cc2S1(=O)=O,-1,1,-1.4,0,1
-4,-10,6,-6,Fc1ccc(NC(=S)Nc2ccccc2Cl)cc1,1,-9,-2.1,11,-3
-13,1,-22,-1,COc1cc(OC)cc(C(=O)NNC(=O)c2ccc(S(=O)(=O)N3CC(C)OC(C)C3)cc2)c1 (configuration not stated),8,13,1.9,-4,1
-3,1,-5,3,Cc1cc(C)n2nc(SCC(=O)Nc3c(C)nn(-c4ccccc4)c3C)nc2n1,2,2,-1.0,10,2
-9,1,5,-3,COc1ccc(/C=C/C(=O)NCCCNC(=O)/C=C/c2ccc(OC)c(OC)c2)cc1OC,1,25,-0.4,-3,-5
-2,-14,30,-2,CSc1ccccc1-n1nnnc1SCC(=O)Nc1cc(C)ccc1C,6,0,-0.4,2,-1
-7,-6,-71,-4,O=S(=O)(NCc1cccs1)c1cccc(S(=O)(=O)N2CCCCC2)c1,4,3,-0.5,1,-2
-5,-6,11,1,Cn1cccc1/C=N/n1c(-c2ccc(C(C)(C)C)cc2)n[nH]c1=S,-2,22,-1.6,-4,-3
-1,-5,0,1,O=C(/C=C/c1ccco1)Nc1ccccc1C(=O)O,1,3,-1.9,-5,0
-6,-3,.,-5,CCOC(=O)C1CCCN(C(=O)COc2ccc(C(C)(C)C)cc2)CC1 (configuration not stated),6,0,.,-2,1
0,-16,-8,1,Cn1c2ccccc2c2nnc(SCC(=O)NC3CCCC3)nc21,1,8,0.2,15,-5
12,0,6,-1,O=C(c1ccc([N+](=O)[O-])cc1)N1CCSC1c1ccccc1Cl (configuration not stated),1,1,0.5,0,1
-4,3,-6,-5,Cc1ccc([N+](=O)[O-])cc1S(=O)(=O)Nc1ccc(N2CCOCC2)cc1,4,-2,0.9,4,1
-1,-13,-4,18,COc1ccc(NC(=O)CCN2C(=O)NC3(CCCC3)C2=O)cc1Cl,2,2,-0.3,16,2
-1,-1,9,3,NC(=O)SCC(=O)Nc1ccccc1C(=O)O,-2,13,1.1,6,-4
0,-2,-33,10,CC(C)(C)C1CCc2c(sc3c2C(=O)NC(c2ccco2)N3)C1 (configuration not stated),2,-3,1.8,2,5
-3,-8,4,28*,O=C(NCc1ccc(F)cc1)C1C2C=CC3(CN(Cc4cccnc4)C(=O)C13)O2 (configuration not stated),2,1,5.7,11,-3
-5,5,-6,-6,CCN(CC)Cc1ccccc1CNC(=O)c1cccc(S(=O)(=O)Nc2ccc3c(c2)OCO3)c1,1,4,-0.3,-12,0

# Screening data: PubChem BioAssay, several laboratories

# Rows were taken by chance (roughly 2.6% active in at least one column).
